Assay outcomes (PubChem)
SUMO1-SIM PPI = modulators of SUMO1 protein-protein interactions, primary screen, biochemical, uHTS; SUMO1 binding to a labelled peptide, TR-FRET, 1 h; hit rate 0.33% among 360,000; AID 602429, 2012; inhibition, % at 20 µM; in the data active means inhibition above about 37%
Scp1 inh = Scp-1 phosphatase inhibitors, primary screen, biochemical, colorimetric, uHTS | Recombinant Scp1, phosphopeptide, malachite green phosphate absorbance | AID 493091, 2011 | inhibition, % at 20 µM | hit rate 0.88% among 340,000 | Carboxy-terminal domain RNA polymerase II polypeptide A small phosphatase 1 (Homo …;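 active means inhibition above about 50% at 20 µM, limit read from the data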;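 further: plate controls were DMSO wells with enzyme for no effect and wells lacking enzyme for full effect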
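Incubation: 45 min enzyme reaction at room temperature / System: truncated SCP-1 phosphatase (76-261aa) / Reagent: Phospho 17-mer peptide substrate / Buffer or medium: Acidic Tris acetate buffer with magnesium and detergent / Signal: absorbance at 630 nm / Doses: one concentration, 20 µM, with 1.0% DMSO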
DNMT1 inh = human DNMT1 methyltransferase inhibitors, primary screen, biochemical, molecular beacon, fluorescence, HinP1I cleavage, uHTS; AID 588458, 2011; inhibition (reported as % activation of signal), % at 10 µM; hit rate 0.83% among 360,000; in the data active means inhibition above about 50%
MsrA inh = bovine MsrA enzyme inhibitors, primary screen, biochemical, absorbance, HTS | purified bovine MsrA, absorbance read-out | hit rate 0.75% among 360,000 | Methionine sulfoxide reductase A (Bos taurus) | AID 651718, 2012 | inhibition, % at 15.5 µM; in the data active means inhibition above about 4.5%;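 further: 0% = vehicle wells with enzyme and 100% = reference inhibitor wells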
MsrA act = bovine MsrA enzyme activators, primary screen, biochemical, absorbance, HTS; hit rate 0.3% among 360,000; purified bovine MsrA, absorbance read-out; Methionine sulfoxide reductase A (Bos taurus); activation, % at 10.6 µM; in the data active means activation above about 7.5%;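 further: 0% = vehicle and 100% = reference activator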
E coli Lon inh = inhibitors of E. coli Lon protease, primary screen, biochemical, fluorescence polarization; inhibition, % at 7.94 µM; purified E. coli Lon protease; P0A9M0; AID 602123, 2011; hit rate 0.42% among 360,000; in the data active means inhibition above about 13%, passing the limit was not always enough;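 further: 0% = enzyme with probe and DMSO and 100% = no enzyme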
STEP block = STEP phosphatase inhibitors, primary screen, biochemical, fluorescence intensity, uHTS. recombinant STEP, OMFP fluorogenic substrate. hit rate 0.25% among 360,000. inhibition, % at 20 µM;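 active means inhibition at 20 µM, scaled per plate between control wells, above about 37%, limit read from the data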;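 further: 0% = DMSO with enzyme and substrate and 100% = substrate only without enzyme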
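Material: STEP (striatal-enriched tyrosine phosphatase) enzyme, cell-free; Compound dosing: 20 µM single dose in 1% DMSO; Technique: fluorescence read at 480 nm ex / 540 nm em; Times: reaction 20 min, ambient temperature; Medium: 50 mM Bis-Tris pH 6.0 with 2.5 mM DTT and 0.005% Tween 20; Also added: OMFP at 25 µM.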
Tb MetRS inh = T. brucei MetRS inhibitors, primary screen, biochemical, luminescence. purified T. brucei MetRS, ATP depletion, Kinase-Glo luminescence. inhibition, % at 11.9 µM. hit rate 0.4% among 360,000;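 active means inhibition above a per-plate cutoff of the control wells' mean inhibition plus 3 SD, cut at about 5.5% in these data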;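 further: 0% = DMSO wells median and 100% = median of wells with control inhibitor compound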
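Material – parasite MetRS enzyme · Medium – HEPES-MgCl2-KCl buffer plus DTT, spermine, BSA, pyrophosphatase · Reagent – ATP, methionine and E. coli bulk tRNA substrates · Times – 15 min enzyme-compound preincubation, 2 h reaction, 10 min detection, 25 °C · Measured by – luminescence of leftover ATP · Evaluation – percent inhibition relative to median high and low control wells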
CendR NRP1 mod = modulators of CendR peptide binding to NRP-1, primary screen, biochemical, fluorescence polarization, uHTS; hit rate 0.85% among 360,000; inhibition, % at 25 µM; FAM-RPARPAR peptide binding to NRP-1;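 active means inhibition or corrected inhibition above about 18%, plus a signal ratio from 0.5 to 1.5, limit read from the data, passing the limit was not always enough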; further: strong numbers were not always called active
Target sequence (O14786 whole entry, looked up): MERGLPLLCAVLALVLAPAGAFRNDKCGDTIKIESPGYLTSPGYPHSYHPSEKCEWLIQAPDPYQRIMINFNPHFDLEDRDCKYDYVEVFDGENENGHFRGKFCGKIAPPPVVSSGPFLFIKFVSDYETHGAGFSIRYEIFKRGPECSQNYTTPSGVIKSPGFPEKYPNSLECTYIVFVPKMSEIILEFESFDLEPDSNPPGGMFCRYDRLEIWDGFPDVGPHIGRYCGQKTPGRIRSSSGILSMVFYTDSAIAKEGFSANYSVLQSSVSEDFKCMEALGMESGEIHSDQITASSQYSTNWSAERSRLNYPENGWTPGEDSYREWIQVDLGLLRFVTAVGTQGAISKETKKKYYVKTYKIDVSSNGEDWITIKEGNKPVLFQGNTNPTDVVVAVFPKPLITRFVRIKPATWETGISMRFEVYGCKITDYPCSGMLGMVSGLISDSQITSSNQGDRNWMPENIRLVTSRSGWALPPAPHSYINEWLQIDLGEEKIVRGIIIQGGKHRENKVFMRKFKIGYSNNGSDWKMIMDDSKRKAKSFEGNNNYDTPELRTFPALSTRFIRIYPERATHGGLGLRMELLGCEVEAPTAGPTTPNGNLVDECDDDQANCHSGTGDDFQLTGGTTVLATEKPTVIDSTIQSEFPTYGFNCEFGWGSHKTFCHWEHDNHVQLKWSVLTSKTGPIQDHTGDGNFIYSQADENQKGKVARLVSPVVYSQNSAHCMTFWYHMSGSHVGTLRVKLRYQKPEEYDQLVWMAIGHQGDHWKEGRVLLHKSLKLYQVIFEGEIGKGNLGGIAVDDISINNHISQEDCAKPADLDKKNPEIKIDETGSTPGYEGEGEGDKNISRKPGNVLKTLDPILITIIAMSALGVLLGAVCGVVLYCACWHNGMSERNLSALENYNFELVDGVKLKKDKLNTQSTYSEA
LMPTP inh = LMPTP phosphatase inhibitors, primary screen, biochemical, fluorescence intensity, uHTS; recombinant LMPTP-A, OMFP fluorogenic substrate; Low molecular weight phosphotyrosine protein phosphatase (Homo sapiens), P24666; hit rate 0.22% among 360,000; AID 651560, 2012; inhibition, % at 20 µM;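 active means compounds that cut the enzyme signal by at least half of the control window in the single-dose screen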;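 further: plate controls were DMSO wells with enzyme plus substrate for no effect and substrate without enzyme for full effect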
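Material: LMPTP-A; amount: 0.625 nM enzyme; doses: single 20 µM dose; times: reaction 50 min, room temperature, dark; technique: fluorescence intensity of OMFP turnover product; benchmarks: no-enzyme and uninhibited controls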
Starred values were filed as active, the others as inactive; nt = not tested or not shown.

Second line of a record – SUMO1-SIM PPI	Scp1 inh	DNMT1 inh	MsrA inh	MsrA act	E coli Lon inh	STEP block	Tb MetRS inh	CendR NRP1 mod	LMPTP inh
CCCOc1ccccc1OCC(=O)Nc1ccc(S(=O)(=O)N2CCCCC2)cc1
  2.0	-4.7	1.3	0.6	-1.8	-1.7	1.5	-0.3	21.6	3.1
COc1ccccc1N1C(=O)c2ccc(C(=O)Nc3cccc(C(C)=O)c3)cc2C1=O
  -0.2	-13.2	-1.8	-0.5	-0.4	1.7	1.7	-0.7	-18.0	3.5
COc1ccc(N(Cc2ccccc2)S(=O)(=O)c2cccc(C(=O)O)c2)cc1
  5.5	0.9	1.7	0.1	-8.6	-10.3	-1.8	-0.8	-13.2	-2.2
O=C(/C=C/Nc1ccccc1)c1cnc(-c2ccccc2)s1
  -3.8	-21.5	2.7	1.2	-3.5	-5.0	2.0	-0.8	5.7	-0.3
COc1ccc(NC(=O)[C@@H]2CCCN2C(=O)[C@@H]2Cc3ccccc3CN2C(=O)OC(C)(C)C)cc1
  22.2	-7.5	-3.3	-0.1	2.8	6.8	0.2	-0.6	1.7	-1.0
O=c1c(Cl)c(NCCO)cnn1-c1cccc(Cl)c1
  -0.4	1.4	4.2	2.7	-12.1	4.5	1.5	-1.3	-8.2	1.0
COc1ccc(NC(=O)C2CC(c3cccc(Br)c3)=NO2)cc1OC (centres undefined)
  2.7	-12.3	-2.2	-1.3	-1.7	1.9	-2.7	3.1	4.3	0.6
CCCS(=O)(=O)N1CCCC(C(=O)Oc2ccc(C)c(C)c2)C1 (centres undefined)
  0.4	-10.2	2.8	-1.3	-1.1	2.0	-0.4	0.2	-2.9	-0.8
CCC(=O)c1ccc(OCC(=O)N(CC)CC(=O)Nc2ccccc2OC)cc1
  1.0	-10.4	4.2	-0.2	1.2	-4.5	-4.0	-0.5	5.2	-1.4
CCOC(=S)SCc1cn2ccc(C)cc2n1
  -1.1	-4.2	9.4	-0.4	-5.8	4.3	-3.8	-1.0	8.6	1.9
Cc1ccc(-c2cc(C(=O)N3CCOCC3)c3cc(C)ccc3n2)cc1
  -0.1	-0.8	-0.1	2.8	-4.8	-11.5	-3.1	0.0	2.1	0.4
O=C(NNC(=O)c1ccc(-c2ccccc2)cc1)c1ccccc1
  2.3	74.3*	48.6	1.0	1.2	-4.9	23.6	-0.4	5.0	30.9
COCCn1nnnc1CN1CCC(Cc2ccccc2)CC1
  0.2	-3.0	1.4	0.6	-2.7	6.6	-0.8	-0.2	0.7	-1.7
COc1ccc(NC(=O)c2ccccn2)cc1OC
  -2.3	1.0	-2.3	1.9	-2.6	-4.8	-2.4	-0.2	9.3	-0.7
Cc1ccc(S(=O)(=O)N2C[C@H]3C(=O)C[C@@H](c4ccc(Cl)cc4)N(S(=O)(=O)c4ccccc4C)[C@H]3C[C@H]2c2ccc(Cl)cc2)cc1
  25.7	nt	-3.9	0.4	-3.0	-4.4	-4.1	-0.2	-4.5	1.1
CCOc1ccc(-c2cc(C(=O)Nc3ccc4c(c3)OCCO4)c3ccccc3n2)cc1
  2.4	14.5	-8.0	0.1	-1.6	-3.6	2.5	-0.2	56.4*	4.2
COc1ccc(NC(=O)CN(C)S(=O)(=O)c2cccs2)cc1
  0.9	-13.9	1.9	0.1	-3.2	-0.3	-1.8	-0.8	-8.7	-1.9
CCCNC(=O)c1cc2c(C(F)(F)F)nn(C)c2s1
  -1.7	-2.0	0.5	-1.8	-5.4	-8.7	-0.9	-0.8	12.0	-1.4
CC(C)CC(=O)NC(=S)Nc1ccc(N2CCOCC2)c(Cl)c1
  -2.8	-8.7	-5.0	-0.8	-3.9	11.0	2.3	0.5	12.6	0.8
CCN(CC)S(=O)(=O)c1cccc(C(=O)Oc2cccnc2)c1
  0.9	3.8	4.9	0.4	-11.3	4.1	-1.3	-1.6	1.5	0.5
CSc1ncnc2c1ncn2CCCN(C)Cc1ccco1
  1.0	nt	6.3	0.0	-2.9	1.9	-1.4	-0.7	4.5	-2.0
O=C(NC1CCCC1)C(c1ccccc1)N(Cc1ccccc1)C(=O)c1csnn1 (centres undefined)
  3.2	-3.0	-1.6	-0.7	0.8	-9.2	0.2	0.1	17.3	-0.3
CCOC(=O)N1CCC(Nc2c(N3CCN(c4cc(Cl)ccc4C)CC3)c(=O)c2=O)CC1
  3.5	-4.5	-2.2	0.8	-1.5	-1.3	2.0	-0.5	-4.3	1.1
CCOC(=O)C1C(c2ccc(C(=O)O)cc2)NC(=O)NC1(O)C(F)(F)F (centres undefined)
  5.2	-2.8	0.2	0.4	-0.4	-4.1	-0.6	-0.5	1.0	-1.5
O=C(CNCC1CCCO1)N1CCCCCC1 (centres undefined)
  3.5	-10.7	-21.3	1.0	-0.7	6.8	-1.5	-0.3	2.9	-1.0
CCCCN(CCCNC(=O)Cn1ncc2ccsc2c1=O)Cc1ccccc1
  -4.1	-6.3	-1.8	-0.4	-6.3	-1.9	-1.0	-1.5	-10.4	-1.2
COC(=O)c1ccc2c(=O)n(Cc3ccco3)c(SCC(=O)Nc3cc(C)on3)nc2c1
  4.5	-1.7	32.6	0.1	0.9	2.3	1.0	-0.2	-8.0	-0.8
CCc1cccc(NC2c3ccccc3C(=O)N2c2cccnc2)c1 (centres undefined)
  -3.9	5.2	0.2	-0.1	-4.6	2.4	0.2	-0.8	11.8	-0.6
CCOCCCNC(=O)C(NC(=O)Cc1cccs1)c1ccc(Cl)cc1 (centres undefined)
  -2.0	-5.2	0.3	-1.1	-5.0	-5.5	-1.9	-1.0	2.7	-1.8
CC(OC(=O)c1ccc([N+](=O)[O-])s1)C(=O)NC1CCCCC1C (centres undefined)
  12.7	-2.2	70.6*	0.1	-1.2	3.0	2.3	-0.4	-20.8	-1.3
COc1ccccc1Cc1c(-c2ccc(C#N)cc2)nc2ccc(C)cn12
  3.2	nt	nt	-0.1	-2.9	-8.9	nt	-0.5	-6.0	4.2
Cc1ccc(S(=O)(=O)N2CCN(c3ccc4nnc(-c5ccccc5)n4n3)CC2)cc1
  2.8	-0.2	-3.7	0.3	-5.0	-1.3	2.6	-0.6	0.2	1.6
CCOc1cc(C(=O)NCc2ccccc2)ccc1OCC(=O)N1CCOCC1
  -3.7	2.0	-3.7	-0.3	-15.6	-5.9	0.2	-1.6	9.5	1.2
CCCCCCCOC(=O)C[N+](C)(C)CCOC1CC2CCC1(C)C2(C)C (centres undefined)
  -4.6	7.9	12.6	-4.0	3.1	0.1	-1.2	-0.9	5.0	-4.1
CC1(C)NC(=O)N(CC(=O)N2CCN(c3ccc([N+](=O)[O-])cc3)CC2)C1=O
  -33.7	-1.4	-2.5	0.2	-6.2	-6.1	-1.4	-0.3	2.0	-0.8
CN(C)CC(C)(C)CNS(=O)(=O)c1cccc(Cl)c1Cl
  -2.7	69.6*	-0.9	-0.5	-11.7	-8.1	-5.0	-1.1	-1.6	-1.7
COc1ccccc1NC(=O)Nc1ccc2[nH]c(=O)[nH]c2c1
  5.8	1.2	-0.8	-0.5	-2.0	-3.8	-1.4	-1.1	5.3	-0.1
O=C(N=C1SC2CS(=O)(=O)CC2N1Cc1ccc(Cl)cc1)C1CC1 (centres undefined)
  -0.9	2.7	2.4	0.7	-2.9	-2.4	-1.2	-0.5	-5.4	0.7
CC(C)(C)Cc1nnc(NC(=O)CSc2ccccc2)s1
  3.8	-3.7	9.8	0.9	1.1	0.3	12.5	-0.2	-17.9	4.4
CCN(CC)S(=O)(=O)c1ccc(Cl)c(C(=O)NC)c1
  -2.5	2.0	-1.7	0.2	-5.3	-6.5	3.4	-1.8	-4.5	-2.9
O=C(Nc1ccc(S(=O)(=O)NCc2ccccc2)cc1)c1ccc(Br)o1
  8.5	-3.1	-3.0	3.6	-2.2	3.4	-0.5	0.0	4.3	0.6
O=C(Nc1ccc(NC(=O)C2CCCCC2)nc1)c1ccccn1
  -0.1	4.6	4.0	-0.2	-12.6	-4.7	-1.2	-2.1	5.0	0.4
CC(C)N(C(=O)CSc1nc2ccccc2n1Cc1ccc(F)cc1)C(C)C
  -4.3	8.1	-3.4	-0.8	2.7	2.6	2.7	-1.0	0.7	2.4

Some entries already given, limited to SUMO1-SIM PPI.
canonical_smiles	SUMO1-SIM PPI
COc1ccc(NC(=O)c2ccccn2)cc1OC	-2.3
Cc1ccc(S(=O)(=O)N2C[C@H]3C(=O)C[C@@H](c4ccc(Cl)cc4)N(S(=O)(=O)c4ccccc4C)[C@H]3C[C@H]2c2ccc(Cl)cc2)cc1	25.7
CCOc1ccc(-c2cc(C(=O)Nc3ccc4c(c3)OCCO4)c3ccccc3n2)cc1	2.4
